Screening data (PubChem)
D3 antag = D3 dopamine receptor (human) antagonism. P35462. D3R cells, DiscoveRx beta-arrestin luminescence, antagonist mode; stronger effect = lower value. max response, negative = inhibition, %. actives 2.5% (n = 360,000). AID 652054; in the data active means max response below about -50%; inconclusive means no clear call, values can overlap the other calls; further: on the % scale 0 is the no-effect control and ±100 the full control effect; mostly tested at two doses, the higher about 12 µM
Target sequence (P35462 whole entry, looked up): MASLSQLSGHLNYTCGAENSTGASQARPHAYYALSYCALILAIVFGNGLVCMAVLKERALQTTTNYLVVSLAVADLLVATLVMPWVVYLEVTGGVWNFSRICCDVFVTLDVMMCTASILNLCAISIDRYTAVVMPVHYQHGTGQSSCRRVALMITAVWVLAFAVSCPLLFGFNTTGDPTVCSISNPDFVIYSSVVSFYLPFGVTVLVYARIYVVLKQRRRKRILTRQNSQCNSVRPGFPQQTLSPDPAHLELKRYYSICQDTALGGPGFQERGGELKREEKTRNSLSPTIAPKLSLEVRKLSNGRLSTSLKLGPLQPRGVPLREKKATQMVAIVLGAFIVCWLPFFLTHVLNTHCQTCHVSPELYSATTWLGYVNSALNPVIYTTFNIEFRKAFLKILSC
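Cells expressing the human receptor were seeded at 1500 cells/well, incubated overnight at 37 degrees C in 5% CO2, then exposed to library compounds with dopamine controls for 90 minutes at 37 degrees C before luminescent detection.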
IL1B secr inh = inflammasome signaling inhibition, IL-1 beta readout; THP-1 LPS/ATP IL-1B secretion, AlphaLISA, 16 h; stronger effect = lower value; activity change, % at 57.5 µM; actives 4.7% (n = 360,000); in the data active means activity change below about -50%; inconclusive means mostly about -30% to -49%; further: on the % scale 0 is the no-effect control and ±100 the full control effect
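Secreted IL-1B measured by AlphaLISA bead assay after 16 h compound exposure of THP-1 cells; compounds (final up to 57.5 uM) added 1 h before LPS (250 ng/mL) and ATP (1.25 mM) stimulation; lower signal means less secretion.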
DRD3 agonist = activates the human D3 dopamine receptor. AID 652048. D3R DiscoveRx beta-arrestin cells, luminescence, 90 min. actives 0.58% (n = 410,000). max activation, %. P35462; in the data active means max activation above about 30%; further: 0% is about no effect; mostly tested at two doses, the higher about 12 µM
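Agonist mode: compounds and dopamine controls were applied to plated cells for 90 min at 37 degrees C after an overnight attachment at 1500 cells/well. Luminescent read-out followed 30 - 60 minutes at room temperature with DiscoveRx detection reagent.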
GLP1R ag = activates the human GLP-1 receptor; HEK293 GLP-1R CRE-luciferase, luminescence, 4-6 h; cells express a hypersensitive GLP-1R form; Potency, µM (highest dose often 45.6 µM), for the others: at the highest dose activation, hits mostly activators; actives 0.007% (n = 380,000); AID 624172; further: potency means the concentration at half of the fitted maximal effect; % of control where 0% means no effect
Target sequence (P43220 whole entry, looked up): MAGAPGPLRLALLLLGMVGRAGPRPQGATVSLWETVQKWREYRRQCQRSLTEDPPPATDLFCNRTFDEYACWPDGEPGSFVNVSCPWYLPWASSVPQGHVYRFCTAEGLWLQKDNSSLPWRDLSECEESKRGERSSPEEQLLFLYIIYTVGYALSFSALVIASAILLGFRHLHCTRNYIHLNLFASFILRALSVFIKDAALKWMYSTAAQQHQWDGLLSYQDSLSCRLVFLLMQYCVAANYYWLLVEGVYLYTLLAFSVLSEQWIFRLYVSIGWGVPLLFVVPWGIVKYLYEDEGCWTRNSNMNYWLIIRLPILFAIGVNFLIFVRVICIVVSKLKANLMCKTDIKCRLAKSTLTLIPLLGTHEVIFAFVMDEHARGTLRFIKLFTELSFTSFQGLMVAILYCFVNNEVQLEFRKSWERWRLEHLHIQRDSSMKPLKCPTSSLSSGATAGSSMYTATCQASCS
KB-V1 MDR tox = KB-V1 MDR subline cytotoxicity; KB-V1 MDR cells viability, CellTiter-Glo, 72 h; Potency, µM (top dose mostly 46.1 µM), inactives show at the top dose activity change, negative = cytotoxicity, hits mostly cytotoxic; actives 3.4% (n = 400,000); further: potency means the concentration at half of the fitted maximal effect; on the % scale 0 is the no-effect control and ±100 the full control effect; nearly all actives have a fitted effect of over 60% in size
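Drug-selected KB-V1 cells, grown in DMEM lacking phenol red with 10% FBS, receive compound titrations; after three days at 37 degrees C, surviving cell ATP is quantified by CellTiter-Glo luminescence and responses normalized and curve-fitted.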
KB-3-1 cytotox = KB-3-1 parental cell cytotoxicity. KB-3-1 viability, CellTiter-Glo ATP luminescence, 72 h. Potency, µM (series often up to 46.1 µM), for inactives: top-dose activity change, negative = cytotoxic, usual class: cytotoxic. actives 1.4% (n = 400,000); further: potency means the concentration at half of the fitted maximal effect; on the % scale 0 is the no-effect control and ±100 the full control effect; nearly all actives have a fitted effect of over 60% in size
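Luminescent ATP read-out (CellTiter-Glo) measures survival of drug-naive KB-3-1 cells after 72 h compound exposure at 37 °C. Titration series was screened from lowest to highest concentration, with DMSO vehicle plates as background controls.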
HT1080 IDH1KD tx = kills HT-1080 cells with IDH1 knockdown; HT-1080 IDH1 knockdown viability, ATP luminescence, 48 h; Potency, µM (series often up to 46.1 µM), for the others: at the top dose activity, negative = toxicity, usual class: cytotoxic; actives 2% (n = 360,000); AID 686971;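 further: potency means the concentration at half of the fitted maximal effect; 0% = DMSO wells and -100% = cell-free medium wells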
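HT-1080-IDH1KD cells (IDH1 knocked down), 750/well in RPMI with 5% FBS, treated with compound 48 h at 37 degrees C. Viability by CellTiter-Glo luminescence, normalised to DMSO and no-cell wells; concentration-response curves classed.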
HT1080-NT tox = kills 2HG-producing HT-1080-NT fibrosarcoma cells. HT-1080-NT fibrosarcoma viability, CellTiter-Glo ATP luminescence, 48 h. Potency, µM (doses to about 46.1 µM), for the others: at the highest dose activity, negative = less viability, usual class: cytotoxic. actives 1.6% (n = 360,000). AID 686970;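 further: NT is the 2HG producing partner of a matched IDH1 knockdown line; potency means the concentration at half of the fitted maximal effect; 0% = DMSO-treated cells and -100% = media-only wells without cells; nearly all actives have a fitted effect of over 55% in size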
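Viability of the 2HG-overproducing fibrosarcoma line after 48 hours of compound exposure at 37 degrees C was determined by luminescence with CellTiter-Glo, and concentration-effect curves were then fitted and categorized.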
SW480 rereplic = induces DNA re-replication in SW480 colon adenocarcinoma cells; SW480 DNA re-replication, Hoechst DNA content imaging, 48 h; Potency, µM (titrated, usually from 46.1 µM), for inactives: at the top dose re-replication activation, actives largely listed as activators; actives 1.8% (n = 340,000); AID 624297; further: potency means the concentration at half of the fitted maximal effect; % of control where 0% means no effect; nearly all actives have a fitted effect of over 55% in size
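Per well, 250 cells were exposed to pinned compound for 48 hr. Nuclear DNA was visualised with Hoechst (40 min, 37 C) and total object intensity recorded by fluorescence scanning.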
Starred values were filed as active, the others as inactive; ? = inconclusive; nt = no result given; & = joins results of further samples; [ ] = another dose, or the depositor's remark. Unless noted, the call rests on the fitted dose curve; in most records, active means well fitted curve in the direction sought with a large enough effect; inconclusive means small, poorly fitted or top-dose-only effect, or another doubt; inactive means no such curve, though single readings can be large; an effect the other way counts as inactive or inconclusive. An unsorted share of the library; overall some 12% were active at least once.

SMILES	D3 antag	IL1B secr inh	DRD3 agonist	GLP1R ag	KB-V1 MDR tox	KB-3-1 cytotox	HT1080 IDH1KD tx	HT1080-NT tox	SW480 rereplic
COc1ccc(NS(=O)(=O)Cc2ccccc2)cc1OC	21	0	-26	-1%	2%	1%	-20%	0%[9.24 µM]	1%
O=C(CCc1nc(-c2ccccc2F)no1)NC1CCCCC1	-16	0	-10	0%	?	-1%	17%[9.24 µM]	-10%	2%
N#CSCC(=O)c1cccc2ccccc12	-3	-61*	-5	-2%	-23%	?	?	?	?
COc1cc(NC(=O)COC(=O)CC(C)(C)C)c(C)cc1[N+](=O)[O-]	2	4	0	2%	-18%	5%	2%	-6%	0%
CNC(=O)c1[nH]cnc1C(=O)Nc1ccc(Cl)cc1	-29	-12	-16	6%	-13%	-15%	-20%	-19%	-14%
CCOC(=O)c1nn(-c2ccccc2C)c(=O)c2c(N)scc12	?	-8	-12	2%	-12%	19%	-8%	-6%	8%
CC(C)NC(=O)c1ccc(CSCc2ccccc2Cl)o1	-27	-15	4	12%	-28%	-3%	-5%	-4%	-11%
O=C(Cc1cccc(NC(=O)C2CCN(C(=O)CCc3ccccc3)CC2)c1)Nc1cccc(C(=O)N2CCCCC2)c1	-24	11	-20	1%	0%	-10%	-3%	-10%	?
CCn1c(CSc2nc3ccccc3s2)nc2ccccc21	14	-12	1	18%	?	-18%	0%	6%	?
CN1CCN(C(=S)C(=O)Nc2ccc(Br)cc2)CC1	-11	12	-4	1%	-10%	-7%	1%	4%	5%
CC(C)(C)OC(=O)CC[C@@H](C(=O)N1CCN(C(=O)OC(C)(C)C)CC1)n1cc(C(CO)NC(=O)OC(C)(C)C)nn1 (stereo partly drawn)	0	-5	-14	0%	0%	-4%	2%	3%	0%[9.22 µM]
O=C(c1ccc(Cl)cc1Cl)C1(n2cncn2)Oc2ccccc2C1O (stereo not drawn)	-9	28	-1	2%	-13%	1%	-6%	-2%	9%
O=[N+]([O-])c1ccccc1C=CC=NN=Cc1ccccc1O	4	-3	0	1%	3%	9%	27%	11%	-3%
CCCCCCSc1nsc(NC(C)=O)n1	-22	53	-3	3%	7%	-7%	-9%	-10%	-3%[9.22 µM]
O=C(COC(=O)c1ccccc1F)NC(=O)NC1CCCC1	-15	0	-20	-4%	?	16%	4%	5%	-37%
CC(=O)Nc1cccc(-c2nc3ccccc3s2)c1C	15	1	-2	-4%	6%	-2%	2%	19%	-4%
O=C(Nn1cnnc1)C(Sc1ccccc1)c1ccccc1 (stereo not drawn)	-26	58	-15	3%	16%	-1%	0%	9%	?
COc1ccc(C(=O)NC(C)c2nccs2)cc1OC1CCN(C(C)C)CC1 (stereo not drawn)	-2	6	3	4%	-1%	-13%	18%	9%	4%
C[C@H]1CN=C(N(C)C)N1CC1CCCC1	-23	25	-23	1%	-1%	-10%	-3%	-1%	-21%[9.22 µM]
Cn1ccnc1C(=O)c1cc(SCC(=O)NCc2ccccc2)nc2ccccc12	0	65	-6	14%	?	?	?	10µM*	?

Of the compounds above, these contain an aryl thioether with sulfur outside any ring:
SMILES	D3 antag	IL1B secr inh	DRD3 agonist	GLP1R ag	KB-V1 MDR tox	KB-3-1 cytotox	HT1080 IDH1KD tx	HT1080-NT tox	SW480 rereplic
CCn1c(CSc2nc3ccccc3s2)nc2ccccc21	14	-12	1	18%	?	-18%	0%	6%	?
CCCCCCSc1nsc(NC(C)=O)n1	-22	53	-3	3%	7%	-7%	-9%	-10%	-3%[9.22 µM]
O=C(Nn1cnnc1)C(Sc1ccccc1)c1ccccc1 (stereo not drawn)	-26	58	-15	3%	16%	-1%	0%	9%	?
Cn1ccnc1C(=O)c1cc(SCC(=O)NCc2ccccc2)nc2ccccc12	0	65	-6	14%	?	?	?	10µM*	?

Back to the main list with the three entries that preceded the break.
SMILES	D3 antag	IL1B secr inh	DRD3 agonist	GLP1R ag	KB-V1 MDR tox	KB-3-1 cytotox	HT1080 IDH1KD tx	HT1080-NT tox	SW480 rereplic
COc1ccc(C(=O)NC(C)c2nccs2)cc1OC1CCN(C(C)C)CC1 (stereo not drawn)	-2	6	3	4%	-1%	-13%	18%	9%	4%
C[C@H]1CN=C(N(C)C)N1CC1CCCC1	-23	25	-23	1%	-1%	-10%	-3%	-1%	-21%[9.22 µM]
Cn1ccnc1C(=O)c1cc(SCC(=O)NCc2ccccc2)nc2ccccc12	0	65	-6	14%	?	?	?	10µM*	?
CCOc1ccccc1N/C=C/C(=O)C(C)(C)C	-18	-3	1	-3%	0%	1%	7%	4%	-11%
Cc1ccc(OCC(=O)Nc2nc(-c3ccccn3)cs2)c(C)c1	14	45	4	-5%	?	-2%	-24%	-14%	-2%
COc1cc(C(=O)NNC(=O)c2ccoc2C)cc(OC)c1OC	5	-20	-9	-5%	?	13%	-1%	-4%	-15%
CSc1ccc(CN2CCCC(CNC(=O)c3ccc(F)cc3)C2)cc1 (stereo not drawn)	-24	-15	-16	?	?	-1%	-21%	?	-4%
O=C(CC[C@H]1O[C@@H](n2ccc(=O)[nH]c2=O)[C@H](O)[C@@H]1O)N[C@@H](Cc1ccccc1)C(=O)NCc1ccccc1	-6	-15	-9	-4%	-7%	0%	3%	1%	nt
CCCNC(=O)CSc1nnc(C)s1	17	7	2	4%	5%	16%	-12%	-7%	-7%
Cc1cc([N+](=O)[O-])nn1CCCC(=O)N1CCN(c2ccc(F)cc2)CC1	-12	?	0	-1%	18µM*	9%	1%	-5%	-54%[inhibitor]
Cc1ccc(C(=O)N(C)CCOc2ccccc2)cc1S(=O)(=O)N1CCCCC1	-16	0	-20	11%	-9%	-11%	-5%	-7%	-24%
c1ccc(C[C@H]2CN=C(Nc3ccccc3)N2CC2CCC2)cc1	-16	-9	-28	3%	7%	3%	-24%	-5%	-6%
Cn1nc(C(=O)N2CCN(C(c3ccccc3)c3ccccc3)CC2)c2ccccc2c1=O	-4	-3	1	6%	-2%	-16%	?	?	-2%
Cc1c(N2C(=O)SC(CC(=O)O)C2=O)c(=O)n(-c2ccccc2)n1C (stereo not drawn)	3	12	-1	1%	-24%	2%	-1%	-3%	-6%
Cc1ccc(C23CC4CC(CC(C(=O)NC(C(=O)O)C(C)C)(C4)C2)C3)cc1 (stereo not drawn)	-3	9	5	12%	?	-2%	-2%	3%	-5%
COc1ccc(CN(C)CC2CCCN(CCc3ccc(Cl)cc3)C2)cc1OC (stereo not drawn)	3	-86*	-15	0%	-9%	?	16µM*	29µM*	26%
CC(=O)OCC(=O)[C@@]1(O)CC[C@H]2[C@@H]3C[C@H](C)C4=CC(=O)C=C[C@]4(C)[C@H]3[C@@H](O)C[C@@]21C	1	nt	22&7	1%	-6%	?	25%	?	-6%
CCc1nc2ccc(C(=O)NCCCN3CCCC3=O)cn2c1N(C)C(=O)c1cccc(OC)c1	21	-21	5	-2%	-3%	0%	21%	19%	nt
Cc1cc(C(=O)CSc2nc(N)cc(=O)[nH]2)c(C)n1-c1cccc(F)c1	9	0	4	14%	3.7µM*	5.8µM*	?	1%	-6%
CCCCSc1nc2sc3c(c2c(=O)n1-c1ccccc1)CCN(C)C3	-2	-8	-4	23%	0%	-2%	-3%	0%	23%
O=c1cc(CN2CCN(c3ccccn3)CC2)nc2sccn12	-9	11	1	10%	16%	9%	1%	-3%	-4%
COCCN(CC(=O)Nc1cccc(C)c1C)C(=O)Cn1c(=O)cnc2ccccc21	3	4	11	7%	1%	-2%	9%	12%	-20%
COc1ccc(NC(=O)Cn2c(=O)n(-c3ccc(OC)c(OC)c3)c(=O)c3ccccc32)cc1	nt	nt	8	-2%	?	3%	nt	nt	nt
O=C(COC(=O)CCC(=O)c1ccc(Cl)cc1)NCc1ccc(F)cc1	22	19	1	3%	17%	16%	12%	2%	-3%
N#Cc1c(NC(=O)CCC(=O)O)sc2c1CCCCC2	8	-6	-3	0%	2%	0%	15%	3%	-6%
O=C(Nc1nccs1)C1CC=CCC1C(=O)OCC(F)(F)C(F)F (stereo not drawn)	4	10	1	-3%	-2%	1%	0%	6%	0%
O=C(N/N=C/c1ccco1)c1cc(-c2ccncc2)nc2ccccc12	-9	34	-6	14%	-20%	?	?	?	16µM*
COc1ccc(OC(=O)CCc2c[nH]c3ccccc23)cc1	-1	56	-1	7%	2%	-11%	2%	-20%	-26%
O=c1[nH]ncn1-c1ccccc1C(F)(F)F	-24	83	3	3%	9%	-3%	1%	-1%	-9%
Cc1ccc2oc(=O)n(Cc3ccc(OC(C)C)cc3)c2c1	0	14	-6	-6%	-8%	-10%	-7%	-11%	0%
C=CCN(c1ccc(C(=O)NCCCn2ccnc2)cc1)S(C)(=O)=O	6	24	-5	-5%	?	0%	-2%	12%	-2%
COC(=O)C1=CN(CC2CCCO2)C=C(C(=O)OC)C1c1cccc(O)c1 (stereo not drawn)	-10	-2	-1	0%	13%	-5%	15%	7%	-8%

Another view of three compounds above:
Compound | D3 antag | IL1B secr inh | DRD3 agonist | GLP1R ag | KB-V1 MDR tox | KB-3-1 cytotox | HT1080 IDH1KD tx | HT1080-NT tox | SW480 rereplic
Cn1ccnc1C(=O)c1cc(SCC(=O)NCc2ccccc2)nc2ccccc12 | 0 | 65 | -6 | 14% | ? | ? | ? | 10µM* | ?
CCOc1ccccc1N/C=C/C(=O)C(C)(C)C | -18 | -3 | 1 | -3% | 0% | 1% | 7% | 4% | -11%
Cc1ccc(OCC(=O)Nc2nc(-c3ccccn3)cs2)c(C)c1 | 14 | 45 | 4 | -5% | ? | -2% | -24% | -14% | -2%
